High-throughput results: PubChem BioAssay, several laboratories
RmlCD inh mix: inhibitors of RmlC and RmlD coupled enzymes | 110,000 tested, 0.39% active | RmlC/RmlD coupled enzyme inhibition, 384-well mixture HTS | AID 1532 | inhibition, % at 5.5 µM; in the data active means inhibition above about 30%, passing the limit was not always enough; further: strong numbers were not always called active
RT RNaseH block: blocks HIV-1 RNase H cleavage of RNA/DNA duplex. AID 565. RT-RNase H RNA/DNA duplex cleavage, fluorescence. inhibition, % at 10 µM. 65,000 tested, 1.9% active; in the data active means inhibition above about 50%
* marks the source's active call; other numbers are inactive results; . = not tested or not shown. These rows are one share of the data (hit frequency here may not be typical).

SMILES	RmlCD inh mix	RT RNaseH block
C[C@]12CC[C@@H]3c4ccc(O[C@@H]5O[C@H](C(=O)O)[C@@H](O)[C@H](O)[C@H]5O)cc4CC[C@H]3[C@@H]1C[C@@H](O)[C@@H]2O	-10	13
CCc1ccc(C(=O)Nc2cc3c(cc2Cl)OCCCO3)cc1	-10	.
O=c1c2ccccc2nc2n1-c1ccccc1CCC2	4	-32
COc1ccc(CC(=O)NCc2cn3ccsc3n2)cc1	-13	-8
COc1ccc(OC)c(NC(=O)C2CCCC2)c1	-3	-7
O=C(Oc1cccc([N+](=O)[O-])c1)c1cc(-c2ccccc2)nc2ccccc12	-14	.
Cc1ccc(Sc2c(C=O)c3ccccc3n2C)cc1	9	.
O=C1c2ccccc2C(=O)N1Cc1cc(-c2ccc(Cl)cc2)no1	-4	.
O=C(c1ccc(Br)o1)N1CCN(C/C=C/c2ccccc2)CC1	10	1
Cc1cccc(N2C(=O)CC(N3CCC(c4nc5ccccc5[nH]4)CC3)C2=O)c1 (centres undefined)	0	.

Some values from the results shown:
COc1ccc(CC(=O)NCc2cn3ccsc3n2)cc1 in RmlCD inh mix is entered as -13
Cc1cccc(N2C(=O)CC(N3CCC(c4nc5ccccc5[nH]4)CC3)C2=O)c1 (centres undefined) in RmlCD inh mix is entered as 0
O=c1c2ccccc2nc2n1-c1ccccc1CCC2 in RmlCD inh mix is entered as 4

Remaining list, next part.
SMILES	RmlCD inh mix	RT RNaseH block
COc1ccccc1NC(=O)C(C/C=C(/C)Cl)C(C)=O (centres undefined)	0	.
CC1=C(C)CC(C(=O)c2ccccc2)C(C(=O)O)C1 (centres undefined)	-13	4
CC(C)OCCCNC(=O)c1ccc(CS(=O)(=O)Cc2ccccc2F)o1	9	.
COc1ccccc1/C=N/NC(=O)C(NC(=O)c1ccccc1)=C(C)C	10	.
CSCCC(NC(=O)c1ccc(=O)n(C)n1)c1nc2ccccc2[nH]1 (centres undefined)	-4	-9
COc1ccc(S(=O)(=O)N2CCC(C(=O)N3CCCC3)CC2)cc1Cl	5	3
Cc1cc2nc(C)n(CCCN)c2cc1C	6	-22
CON/C=C(\C=Nc1ccccc1)c1ncc(C(F)(F)F)cc1Cl	24	.
COCCCn1cnc2oc3nc4ccccc4nc3c2c1=O	50*	-18
COc1ccc(OC)c(CCNC(=O)CN2C(=O)CC(C)(C)S(=O)(=O)c3ccccc32)c1	7	-1
CCCCNC(=O)c1ccccc1C(=O)NCCCC	8	-3
c1ccc(-c2ccc(C3=Nn4c(nnc4-c4cc(-c5ccccc5)n[nH]4)SC3)cc2)cc1	-6	.
COc1ccc(CNC(=O)C2CCN(c3nccs3)CC2)cc1	4	-1
CCCN1Cc2cccc(C(=O)NC(C)c3cccs3)c2C1=O (centres undefined)	-3	.
CCN(Cc1ccccc1)S(=O)(=O)c1ccc(S(=O)(=O)N2CCN(C)CC2)cc1	6	-11
O=C(CCS(=O)(=O)c1ccc(Cl)cc1)N1CCN(c2ccccc2F)CC1	16	6
CN(C(=O)c1cnc2n(c1=O)CCS2)C1CCCCC1	-8	-15
CCOC(=O)c1oc2ccccc2c1CN1CCOCC1	-11	3
CCC(OC(=O)C1=Cc2ccccc2OC1)C(=O)NC1CCCC1 (centres undefined)	-9	.
CN(C)C(=O)CCCc1nc(-c2ccc(Cl)cc2)no1	-6	.
CC(CCc1ccccc1)NC(=O)c1ccc(Br)o1 (centres undefined)	-10	-6
CCOc1ccccc1NC(=O)CC(O)(C(F)(F)F)C(F)(F)F	-13	.
COCc1nnc(NS(=O)(=O)c2c(C)cc(C)cc2C)s1	5	.
O=C(O)CSc1nnc(-c2cccnc2)n1Cc1ccccc1	1	1
Cc1cc(Cl)c(S(=O)(=O)NCc2ccncc2)cc1OCC(N)=O	4	2
CC(C)CNc1cc(Cl)c(S(=O)(=O)NCC(C)C)cc1C(=O)O	-48	-7
Cc1ccc(S(=O)(=O)N(C)CCCC(=O)N2CCN(C=O)CC2)cc1	-11	-12
CSc1ccc(-c2nnn(CC(=O)NCc3ccccc3)n2)cc1	-9	17
CC1Cc2cc(/C(O)=C3/C(=O)C(=O)N(CCCn4ccnc4)C3c3cccnc3)ccc2O1 (centres undefined)	19	.
Cc1ccc(NC(=O)CSc2nc(NS(=O)(=O)c3ccc(C)cc3)cc(=O)[nH]2)cc1	-19	.

Compound profiles (already shown).
CC(CCc1ccccc1)NC(=O)c1ccc(Br)o1 (centres undefined) reads RmlCD inh mix: -10; RT RNaseH block: -6
Cc1ccc(NC(=O)CSc2nc(NS(=O)(=O)c3ccc(C)cc3)cc(=O)[nH]2)cc1 reads RmlCD inh mix: -19; RT RNaseH block: .

Continued:
SMILES	RmlCD inh mix	RT RNaseH block
CC(C)CN(CC(C)C)S(=O)(=O)N1CCC(C(=O)NCCc2ccc(Cl)cc2)CC1	-4	.
CCCCN1C(=S)NC[C@@H]1c1ccccc1	-16	.
Cc1cc(C)n(Cc2nc3ccccc3n2C)n1	-12	-3
CCOC(=O)CN(C(=O)CSc1nnc(-c2cccc(OC)c2)o1)c1ccc(F)cc1	9	3
CCOC(=O)Cn1nnc(-c2ccccc2)n1	8	.
CCNC(=O)C(Sc1ccccc1)c1ccccc1 (centres undefined)	-2	.
O=C(C1CCCO1)N(Cc1ccccc1)c1ccccc1 (centres undefined)	4	-5
O=C(c1oc2ccccc2c1N1CCCCC1)N1CCCCC1	6	0
Nc1nnc(SCc2ccc(F)cc2)n1-c1ccccc1	11	.
O=C(c1ccccc1)N1CCN(Cc2ccccc2)CC1	1	.
Cc1ccc(-n2nc(C)c3c2OC(N)=C(C#N)C3c2ccoc2)cc1 (centres undefined)	-10	-6
Cc1ccc(C)c(N(Cc2ccccc2F)S(C)(=O)=O)c1	-6	.
CCOCCCNC(=O)C1CCN(S(=O)(=O)N(CC(C)C)CC(C)C)CC1	-10	-3
CCC(=O)NC(=S)Nc1cccc(NC(=O)c2ccc(Cl)cc2Cl)c1	-11	.
O=C(O)c1cccc(NC(=O)C2C3C=CC(C3)C2C(=O)O)c1 (centres undefined)	-16	.
C=CCn1c(/N=C/c2ccc(N(C)C)cc2)nc2ccccc21	-1	-19
O=C(N1CCN(Cc2ccccc2)CC1)C12CC3CC(CC(C3)C1)C2	5	3
Cc1nc(CS(=O)(=O)c2ccccc2)cc(Sc2ccc(Cl)cc2)n1	-9	.
CCOC(=O)COc1ccc(/C=C/[N+](=O)[O-])c(OCC(=O)OCC)c1	-3	.
O=C(NCc1ccccn1)C1C2C=CC(C2)C1C(=O)Nc1ccc(F)cc1 (centres undefined)	-9	.
CCCN1C(=O)SC(CC(=O)Nc2ccccc2)C1=O (centres undefined)	-9	-5
CC(C)(CC(=O)N1CCN(c2ccc(Cl)cc2)CC1)CC1=NS(=O)(=O)c2ccccc2N1	.	0
O=C(NCc1ccc(Cl)cc1)c1cc(-c2ccco2)on1	.	-21
CC(C)=CCOc1ccc2ccc(=O)oc2c1	-20	.
CCOC(=O)c1c(NC(=O)/C=C/c2ccc(C)o2)sc(C)c1C	-15	.
Cc1ccc(S(=O)(=O)Nc2cccc(NC(=O)CN3CCCCC3)c2)cc1	-9	.
CC1=CC(C)(C)N(S(=O)(=O)c2ccc(C)cc2)c2ccc(C)cc21	3	.
Cc1cc2ccccc2c(=O)n1CC(=O)NC1CCCCCC1	6	-4
COc1cccc(-c2nc(-c3ccc(C(=O)O)cc3)no2)c1	-16	.
COC(=O)c1noc(-c2ccc(OC)cc2)n1	-24	-7
Cc1ccnc(NS(=O)(=O)c2ccc(NC(=O)C3CCCNC3=O)cc2)n1 (centres undefined)	-10	-18
O=C(COC(=O)CNC(=O)c1ccco1)NCCN1C(=O)CSC1=O	4	-2
COC(=O)c1sc2ccccc2c1NC(=O)c1cccs1	10	-11
CC1CCN(CC(=O)n2c3c(c4ccccc42)CCCC3)CC1	8	.
NC(=O)CC(NC(=O)c1cccc(Br)c1)c1ccc(NCCN2CCOCC2)c([N+](=O)[O-])c1 (centres undefined)	-7	.
COc1ccccc1CNS(=O)(=O)c1ccc2c(c1)oc(=O)n2C	-1	-5
COCCOC(=O)C1=C(N)Oc2c(c(=O)oc3ccccc23)C1c1ccncc1 (centres undefined)	-11	-9
COc1cccc(NC(=O)CN2CCN(S(=O)(=O)c3ccc(F)cc3)CC2)c1	6	.
Oc1ccc(Br)cc1-c1cc(-c2ccccc2F)[nH]n1	93	27
CCc1nc(C)cn1S(=O)(=O)c1cc(OC)c(C)cc1C	.	-17
CCCc1cc(C(=O)Nc2cccnc2Cl)no1	-16	.
CCCNC(=O)NC(=O)COC(=O)c1ccc(OC)c(S(=O)(=O)N2CCCc3ccccc32)c1	14	-32
CCOC(=O)c1ccc(NC(=O)C2CCCN(S(=O)(=O)c3ccc(F)cc3)C2)cc1 (centres undefined)	-4	.
CCC(C)(C)NC(=O)C(c1ccc(C)o1)N(Cc1cccs1)C(=O)Cn1nnc2ccccc21 (centres undefined)	3	50
C=CCNc1nc(N)c(C(=O)c2ccc3c(c2)OCO3)s1	-109	-16
S=C(NCc1cccnc1)Nc1ccc(Cl)c(Cl)c1	2	.
O=C(CCc1nc2ccccc2[nH]c1=O)OCc1ccc(S(=O)(=O)N2CCOCC2)cc1	23	-16
CCOc1c2ccc(C(=O)NCc3cc(C(F)(F)F)cc(C(F)(F)F)c3)cc2nn1CCOC	-22	.
O=C(NC1CC1)C1=C[C@H](C2CCCCC2)C[C@H](OCCCCO)O1	-9	.
CCn1c(NCc2cccc(OC)c2OC)nc2ccccc21	6	-4
Later entries
SMILES	RmlCD inh mix	RT RNaseH block
O=C(Nc1ccccc1)OC1C2CCC1C(N1CCCCC1)CC2 (centres undefined)	3	-3
CC(C)CCn1c(CN2CCN(c3cccc(Cl)c3)CC2)nc2c1c(=O)n(C)c(=O)n2C	-11	-29
COc1cc(C)c(Cl)cc1S(=O)(=O)NCc1ccco1	-17	-16
CC1CN(C(=O)Nc2ccc3snnc3c2)c2ccccc21 (centres undefined)	84	-8
O=c1[nH]c2ccccc2cc1-c1nnn(-c2ccc(Cl)c(Cl)c2)n1	-5	.
CSc1nc(SCC(N)=O)c2c3c(sc2n1)CN(C)CC3	-15	-1
CCOC(=O)c1ccc(NC(=O)CC2OCCN(CC)C2=O)cc1 (centres undefined)	-6	15
O=C1CSC(c2cccnc2)N1c1ccc(F)cc1 (centres undefined)	-12	.
O=C(c1ccc(Cl)cc1)c1ccc(CN2C(=O)c3ccccc3C2=O)o1	16	.
CCOCCCNc1ncnc2c1[nH]c1ccccc12	9	-10
CCn1c(-c2cccnc2)n[nH]c1=S	-14	.
CCC(=O)NCCNc1nc2cc(C)c(C)cc2cc1C#N	-3	.
Cc1ccccc1Nc1nc(N)nc(CSc2nc3ccccc3c(=O)n2C)n1	1	.
Cc1cccc2cc(C#N)c(NCCCn3ccnc3)nc12	-3	-3
O=C(CSc1ncccc1C(=O)O)c1ccc2ccccc2c1	4	.
CC1C/C(=N/N2C(=O)CSC2=S)CC(C)(C)C1 (centres undefined)	7	.
CN(CC(=O)Nc1cccc2c1CCCC2)S(=O)(=O)c1ccc(Cl)cc1	-8	.
Cc1cc(C)c(C#N)c(SCc2ccccc2C(=O)O)n1	-8	-5
Cc1ccc(C(=O)OCCN2CCN(c3ncc(C(F)(F)F)cc3Cl)CC2)cc1	3	.
Clc1ccc(SCCn2ccnc2)cc1	15	-7
O=C(CN1C(=O)COc2ccc(Cl)cc21)N1CCc2ccccc21	2	9
CN(C)c1cccc(C(=O)OCc2cc(=O)oc3cc(O)ccc23)c1	59	.
CCN(C(=O)C1CCN(S(=O)(=O)c2ccc3c(c2)oc(=O)n3C)CC1)c1cccc(C)c1	1	.
CCOC(=O)C(CC)Sc1nc2c(c(=O)[nH]c(=O)n2C)n1C/C=C(/C)Cl (centres undefined)	-2	5
Cc1c(-c2ccccc2)nc2ccccc2c1C(=O)O	-11	-7
CCOC(=O)c1[nH]c(C)c(C(=O)N2CCN(c3ccccc3)CC2)c1C	4	-10
Cn1c(SCCSc2nnc(-c3ccccc3)n2C)nnc1-c1ccccc1	.	12
NC(=O)COC(=O)C(Cc1ccccc1)NS(=O)(=O)c1ccccc1F (centres undefined)	-3	3
Cc1c(C(=O)Nc2ccc(Cl)cc2)c2ccccn2c1C(=O)c1ccccc1	-11	.
CCn1c(=O)c2ccccc2n2c(SCC(=O)N3CCCc4ccccc43)nnc12	-5	-5

Brought forward from above: seven entries, followed by the next part.
SMILES	RmlCD inh mix	RT RNaseH block
CCOC(=O)C(CC)Sc1nc2c(c(=O)[nH]c(=O)n2C)n1C/C=C(/C)Cl (centres undefined)	-2	5
Cc1c(-c2ccccc2)nc2ccccc2c1C(=O)O	-11	-7
CCOC(=O)c1[nH]c(C)c(C(=O)N2CCN(c3ccccc3)CC2)c1C	4	-10
Cn1c(SCCSc2nnc(-c3ccccc3)n2C)nnc1-c1ccccc1	.	12
NC(=O)COC(=O)C(Cc1ccccc1)NS(=O)(=O)c1ccccc1F (centres undefined)	-3	3
Cc1c(C(=O)Nc2ccc(Cl)cc2)c2ccccn2c1C(=O)c1ccccc1	-11	.
CCn1c(=O)c2ccccc2n2c(SCC(=O)N3CCCc4ccccc43)nnc12	-5	-5
Cc1cc(S(=O)(=O)NCCc2ccccc2)c(C)s1	-6	-34
Cc1cc(=O)oc2c(CN(CC(C)C)CC(C)C)c(O)ccc12	105*	.
O=C1CCc2cc(S(=O)(=O)N3CCC(C(=O)NCc4ccccn4)CC3)ccc2N1	.	-2
O=C(NCc1cccnc1)c1cn(CCc2ccccc2)nn1	4	-3
Cn1c(SCC(=O)NCc2ccc3c(c2)OCO3)nnc1-c1c[nH]c2ccccc12	-15	-11
O=C(NCc1ccccc1Cl)c1csc2c1CCCCC2	-119	.
COc1cc(OC)c(C(=O)Nc2cccc(C(C)=O)c2)cc1OC	-14	.
Cc1ccc(C2C=C(c3ccccc3OC(F)F)Nc3ncnn32)cc1 (centres undefined)	.	-26
Cc1cc(Nc2ccccc2)n(CCC#N)n1	-12	-2
COc1cc(C(=O)N(Cc2cccnc2)Cc2cc3cc4c(cc3[nH]c2=O)OCCO4)cc(OC)c1OC	29	.
CC(=O)c1cccc(NS(=O)(=O)N(C)C)c1	28	-9
